# Assay outcomes as filed in PubChem BioAssay.
# LYP phosphatase: inhibitors of LYP phosphatase, biochemical, fluorescence intensity, uHTS (AID 1779); recombinant LYP phosphatase, fluorescence intensity; higher % means a stronger effect; inhibition, % at 11.5 µM; hits with a dose series show IC50 in µM; 0.054% of 290,000 active; in the data active = inhibition above about 50%;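 note: plate controls were vehicle with enzyme for no effect and no enzyme for full effect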
# Siah-1 displacement: blockers of Siah-1 interaction with plectin peptide – biochemical, fluorescence polarization, rhodamine-plectin, uHTS, primary screen (AID 1817). Siah-1 / rhodamine-plectin peptide fluorescence polarization; higher % means a stronger effect. displacement, % at 20 µM; hits with a dose series show IC50 in µM. 0.02% of 290,000 active;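 active = displacement of at least 50% at 20 µM, with a fluorescence ratio check between 0.3 and a set limit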;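 note: plate controls were Siah plus tracer with DMSO for no effect and tracer alone without Siah for full effect; strong numbers were not always called active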
# GPR35 arrestin U2OS: inhibition of zaprinast-stimulated GPR35 beta-arrestin translocation – imaging, U2OS, beta-arrestin-GFP, zaprinast agonist, primary screen (AID 2058) | U2OS GPR35 beta-arrestin-GFP translocation imaging, zaprinast antagonism; higher % means a stronger effect | inhibition, % at 10 µM, or IC50 in µM where a hit was titrated | 0.052% of 290,000 active;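 active = inhibition of at least 50% with at least 30 cells and total cytoplasm GFP at most 10,000,000; inconclusive = under 30 cells or total GFP of 10,000,000 plus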
# HIV fusion peptide: cell-free HIV fusion peptide-binding blockers – biochemical, uHTS, fluorescence dequenching, primary screen (AID 1986); inhibition, % at 20 µM, or IC50 in µM where a hit was titrated; 0.3% of 290,000 active; cell-free peptide binding, fluorescence dequenching, 30 min; higher % means a stronger effect; in the data active = inhibition mostly above about 52%, no sharp cut-off; inactive = mostly below about 76%; note: some results filed as inactive read as strong as hits
# Salmonella PhoP GFP: PhoP-dependent GFP reporter repression – Salmonella Typhimurium, primary screen (AID 1863). S. Typhimurium PhoP-regulated promoter GFP reporter, 4 h; higher % means a stronger effect. inhibition, % at 50 µM; hits with a dose series show IC50 in µM. 0.16% of 300,000 active;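 active = inhibition over 29.93%, a cutoff 3 SD above the screen mean, later confirmed by dose response; inconclusive = inhibition over 29.93% but no dose response follow-up; inactive = inhibition at most 29.93% or unconfirmed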;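 note: 0% = low Mg2+ inducing control and 100% = high Mg2+ repressing control; strong numbers were not always called active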
# Myeloid diff 2: promotes myeloid progenitor differentiation; ER-HoxA9 myeloid progenitors, lysozyme-GFP differentiation, flow cytometry; calls only at 10 µM; 1% of 360,000 active; AID 624256;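 active = normalized GFP-positive differentiation at or above the plate's own cutoff, the solvent-only control mean plus 3 SD; inconclusive = no clear call, values can overlap the other calls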;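 note: cells exposed to compound for four days before flow analysis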
# NTR1 agonist: NTR1-driven beta-arrestin-GFP spot formation – imaging, U2OS cells, high content, primary screen (AID 493036); P30989; agonist mode; activation, % at 20 µM; 0.17% of 330,000 active;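 active = activation at or above 40% of the spot to cytoplasm intensity ratio, with at least 20 cells analyzed; inconclusive = wells under 20 cells, flagged as cytotoxic or low count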;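 note: 0% = DMSO without peptide and 100% = 100 nM NTR1 peptide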
# Target sequence (P30989 whole entry, looked up): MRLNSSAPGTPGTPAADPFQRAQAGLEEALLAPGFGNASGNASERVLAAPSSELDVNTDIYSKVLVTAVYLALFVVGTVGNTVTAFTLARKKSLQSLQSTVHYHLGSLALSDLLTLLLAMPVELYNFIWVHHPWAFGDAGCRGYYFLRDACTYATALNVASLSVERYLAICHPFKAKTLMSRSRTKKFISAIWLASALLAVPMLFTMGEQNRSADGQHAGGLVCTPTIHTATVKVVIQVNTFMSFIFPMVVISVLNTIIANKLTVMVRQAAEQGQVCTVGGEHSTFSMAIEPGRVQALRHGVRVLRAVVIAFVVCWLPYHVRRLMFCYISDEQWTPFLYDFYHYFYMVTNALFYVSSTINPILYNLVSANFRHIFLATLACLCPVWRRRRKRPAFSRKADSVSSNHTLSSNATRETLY
# Rac1 GTP hydrolysis: MgcRacGAP GTPase-activating activity inhibitors, confirmation, biochemical, ADP Hunter fluorescence. MgcRacGAP-stimulated Rac1 GTP hydrolysis, ADP Hunter fluorescence; higher % means a stronger effect; GST-tagged Rac1 F28L mutant substrate. inhibition, % at 30 µM; hits with a dose series show IC50 in µM. 0.6% of 340,000 active;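 active = first-screen hits whose inhibition reached a set limit at any dose in the follow-up dose series; inconclusive = inhibition above the set first-screen limit but never retested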;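 note: fluorescence reports GDP produced by GAP-driven GTP hydrolysis; strong numbers were not always called active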
# GPR55 LPI antagonism: GPR55 antagonists blocking LPI-driven arrestin recruitment, primary screen, imaging, U2OS, beta-arrestin-GFP, LPI agonist (AID 2013); inhibition, % at 10 µM; hits with a dose series show IC50 in µM; U2OS GPR55 beta-arrestin-GFP translocation imaging, LPI antagonism; higher % means a stronger effect; 0.13% of 290,000 active;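 active = spots per cell inhibited over 60%, with over 100 cells counted and total cytoplasm intensity under 500,000; inconclusive = wells with under 100 cells, flagged as likely toxic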;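 note: U2OS cells stably carrying GPR55 and arrestin-GFP stimulated by 5 µM LPI near EC80; imaged beta-arrestin-GFP aggregate spots per cell after agonist stimulation; plate controls were LPI-stimulated DMSO wells for no effect and DMSO wells without LPI for full effect; some results filed as inactive read as strong as hits; confirmed hits need IC50 under 10 µM and bright autofluorescent wells are also inconclusive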
# NTR1 agonist cell count 20 µM: also measured in NTR1 agonist; calls as there; cell count; measured here: cell count, cytotoxicity flag
# Myeloid diff 2 GFP+ MAC1+ %: second read-out of Myeloid diff 2, no call of its own (marks repeat the call); GFP+ MAC1+ double positive, %; measured here: differentiation confirmed by MAC1 staining
# * marks the source's active call; other numbers are inactive results; i = inactive; u = inconclusive; x = not tested or not shown.
SMILES,LYP phosphatase,Siah-1 displacement,GPR35 arrestin U2OS,HIV fusion peptide,Salmonella PhoP GFP,Myeloid diff 2,Myeloid diff 2 GFP+ MAC1+ %,NTR1 agonist,NTR1 agonist cell count 20 µM,Rac1 GTP hydrolysis,GPR55 LPI antagonism
CN(C)S(=O)(=O)c1cc(C(=O)NCc2ccccc2)c(Cl)cc1Cl,-0.3%,-3.6%,-9.6%,1.5%,0.9%,i,0.5,0.5,42,6.1%,9.7%
Cc1cccc(NC(=O)C2CCN(S(=O)(=O)c3ccc4c(c3)NC(=O)CO4)CC2)c1C,-9.1%,4.9%,-2.4%,0.4%,-1.6%,i,2.1,-1.5,71,10.1%,11.2%
Cc1ccc(S(=O)(=O)N(CC(O)CN2C(=O)NC(C)(C)C2=O)c2ccccc2)cc1 (centres undefined),1.5%,2.5%,6.9%,-2.5%,2.5%,x,x,-1.5,47,6.8%,-5.6%
O=C(CSc1nccc(=O)[nH]1)Nc1cc(C(F)(F)F)ccc1N1CCOCC1,-2.8%,2.2%,-14.4%,-0.2%,5.1%,i,0.9,0.4,54,5.3%,-6.8%
CN1CCCN(C(=O)c2cccc(Cl)c2)CC1,-12.3%,-0.1%,-7.4%,0.4%,-0.3%,i,0.6,0.1,69,3.2%,14.1%
O=C(Cc1c[nH]c2ccccc12)N/N=C/c1cccc(F)c1,-4.0%,0.6%,-2.2%,-2.6%,u,i,0.5,1.5,71,12.4%,0.5%
CN(C)S(=O)(=O)N1CCC(Oc2ccc(C(=O)NC3CCOC(C)(C)C3)cc2)CC1 (centres undefined),-9.0%,5.8%,17.0%,-1.1%,7.6%,i,0.0,0.6,55,10.7%,18.6%
CCOc1ccc(C(=O)NCCN(C)C)cc1,-3.6%,-2.3%,-3.0%,-1.7%,5.4%,i,6.4,-0.1,61,0.7%,-11.2%
O=S(=O)(Cc1ccccc1)N1CCCC(c2nc(-c3ccc(F)cc3)no2)C1 (centres undefined),-5.4%,1.4%,11.9%,2.6%,-5.8%,i,0.9,4.3,55,1.5%,2.9%
CCC(=O)C1=C(N2CCCC2)CC(C)(C)CC1=O,-6.7%,4.8%,-5.8%,-2.0%,7.3%,i,1.4,0.9,76,4.6%,-16.8%
CC1CCN(c2nc3c(cc2C#N)COC(C)(C)C3)CC1,-10.6%,3.0%,1.2%,-0.8%,x,i,0.5,2.7,57,6.3%,6.6%
c1ccc(-c2nc(NCc3cccnc3)c3ccccc3n2)cc1,-6.8%,-2.3%,11.5%,-1.8%,8.3%,i,6.8,5.4,64,10.5%,13.2%
CCOc1cc(/C=N/NC(=O)C(=O)NCc2cccnc2)ccc1O,2.8%,5.4%,-6.3%,0.4%,4.3%,i,0.1,1.4,34,54.5µM*,20.8%
CCCCC(=O)NC(=S)Nc1cccc(NC(=O)c2ccccc2)c1,6.9%,-8.0%,24.2%,-1.2%,-4.6%,i,0.3,2.4,27,8.0%,1.4%
Cc1ccc(S(=O)(=O)N2C(=O)CCC2C(=O)Nc2ccc3c(c2)OCCO3)cc1 (centres undefined),-1.0%,-1.5%,4.6%,-0.5%,1.3%,i,0.6,-1.7,82,5.0%,3.9%
Oc1cc(O)cc(-c2cc3ccc(O)cc3o2)c1,x,x,x,x,-1.8%,i,5.7,1.0,95,23µM*,x
NC(=O)c1ccc(-c2nnc(Nc3ccc(S(N)(=O)=O)cc3)c3ccccc23)cc1,-1.0%,21.0%,-1.7%,-0.7%,6.8%,i,0.6,0.3,105,12.8%,2.5%
Cc1ccc(NC(=O)CS(=O)CC(=O)Nc2ccc(N3CCOCC3)cc2)cc1Cl (centres undefined),-6.3%,-1.3%,-14.5%,3.1%,-7.7%,i,0.9,x,x,5.3%,-0.7%
CS(=O)(=O)Cc1cccc(C(=O)NN(c2ccccc2)c2ccccc2)c1,0.1%,-1.3%,1.6%,1.6%,-3.3%,i,3.5,-0.2,35,-2.2%,-8.1%
CC(=O)N/C(=C\c1ccccc1)C(=O)NCc1ccc2c(c1)OCO2,-9.9%,-3.5%,-9.0%,-1.4%,1.4%,i,0.5,-0.3,98,12.0%,-19.5%
O=C(N/N=C/c1ccc([N+](=O)[O-])cc1)c1cc(C2CC2)nc2ccccc12,0.2%,-6.3%,1.1%,-2.8%,-5.5%,i,0.6,1.1,71,12.6%,5.0%
COc1ccc(CCNC(=O)CCS(=O)(=O)c2ccc(Br)cc2)cc1OC,-5.1%,14.9%,-7.0%,-0.2%,-2.3%,i,0.0,3.5,82,5.1%,5.4%
Cc1ccc(NC(=O)CCN2C(=O)CSC2=O)cc1,-9.1%,-5.3%,2.5%,0.6%,-3.5%,i,1.3,0.6,42,8.3%,-2.8%
Cc1cccc(Nc2ncccc2C(=O)O)c1C,-6.2%,2.5%,3.7%,0.2%,-28.0%,i,1.3,2.3,60,5.5%,-12.2%
Cc1ccsc1C(=O)C1CCCN(Cc2cn(C)nc2-c2ccccc2)C1 (centres undefined),-5.3%,-1.1%,-8.5%,-0.7%,18.0%,i,0.3,-1.2,88,5.7%,11.6%

# Individual results from the entries so far.
# Value of CC(=O)N/C(=C\c1ccccc1)C(=O)NCc1ccc2c(c1)OCO2 in GPR35 arrestin U2OS: -9.0%
# Value of CCOc1cc(/C=N/NC(=O)C(=O)NCc2cccnc2)ccc1O in HIV fusion peptide: 0.4%

# Next section:
SMILES,LYP phosphatase,Siah-1 displacement,GPR35 arrestin U2OS,HIV fusion peptide,Salmonella PhoP GFP,Myeloid diff 2,Myeloid diff 2 GFP+ MAC1+ %,NTR1 agonist,NTR1 agonist cell count 20 µM,Rac1 GTP hydrolysis,GPR55 LPI antagonism
COc1ccc(OCC(=O)Nc2ccc(N3CCOCC3)cc2)cc1,2.4%,-2.0%,-6.8%,1.0%,1.9%,i,0.6,0.6,47,-1.2%,6.5%
CCOC(=O)c1[nH]c(C)c(C(=O)Nc2ccc3c(c2)CCC3)c1C,-2.5%,-5.2%,-10.7%,2.6%,-3.7%,i,0.4,-0.5,35,10.9%,-3.6%
Cc1cc(OC(C)C(=O)N(Cc2cccs2)C2CCS(=O)(=O)C2)ccc1Cl (centres undefined),-11.6%,4.5%,7.4%,3.3%,x,i,4.6,8.8,52,8.0%,-9.8%
CCn1cc(CN2CCN(Cc3ccccc3)C(CCO)C2)c2ccccc21 (centres undefined),-5.7%,-3.2%,-5.9%,1.3%,2.1%,i,1.1,2.6,67,-21.2%,12.4%
Cc1ccc(S(=O)(=O)Nc2cccc(CP(=O)(c3ccccc3)c3ccccc3)c2)cc1,-1.7%,8.3%,8.4%,-2.2%,-8.7%,i,0.5,-1.1,51,5.9%,10.7%
O=C(COc1ccc(S(=O)(=O)N2CCCCC2)cc1)NCc1ccccn1,-3.0%,4.6%,3.3%,1.8%,-7.2%,x,x,0.0,60,7.9%,-1.4%
O=C(Cn1cnc2ccc(Cl)cc2c1=O)c1cccs1,3.5%,2.4%,-0.6%,-2.2%,9.8%,i,1.0,-0.1,49,10.5%,16.2%
COc1cccc(CN(C)CC(=O)NCc2ccccc2Cl)c1,-9.0%,-4.7%,11.5%,-2.7%,8.3%,i,0.4,1.7,51,9.5%,10.2%
S=c1[nH]nc(CSCCOc2ccccc2)o1,-7.9%,-0.2%,6.7%,-0.1%,-5.6%,i,1.4,-0.1,65,2.7%,7.3%
O=C(CN1C(=O)S/C(=C\C=C\c2ccccc2)C1=O)N1CCOCC1,-3.8%,-2.3%,-6.8%,-1.3%,-0.2%,i,0.2,2.6,40,x,1.3%
O=C(OCC(=O)N1CCCC1)c1c(Cl)ccc(Cl)c1Cl,-12.3%,1.1%,11.6%,-0.3%,0.2%,i,0.1,-0.1,38,-3.5%,1.3%
Cc1nc2ccc(F)cc2cc1C(=O)NCC1CCCO1 (centres undefined),0.2%,-2.4%,-3.8%,9.0%,2.4%,i,1.1,x,x,13.1%,15.6%
O=C(O)Cn1cnc2sc3c(c2c1=O)CCCC3,-4.1%,1.0%,9.9%,1.0%,0.3%,i,0.1,2.3,28,5.9%,4.5%
Cc1cc(NS(=O)(=O)c2ccc(NC(=O)c3c(F)c(F)c(F)c(F)c3F)cc2)nc(C)n1,-4.7%,-4.8%,5.9%,2.5%,1.9%,i,2.2,-0.6,58,8.8%,1.9%
COc1ccc(/C=N/Nc2ncc(-c3ccccc3)cn2)c(OC)c1,-5.8%,28.5%,-4.0%,-5.0%,-2.9%,i,5.8,2.3,52,10.0%,3.7%
COc1ccc(CCN(C)C2CCCN(S(=O)(=O)c3ccc(C)cc3)C2)cc1OC (centres undefined),-9.3%,5.9%,0.5%,0.3%,-0.1%,i,1.2,-1.8,53,9.7%,5.4%
Cn1c(/C(C#N)=C/Nc2ccccn2)nc2ccccc21,-5.4%,-0.8%,10.6%,-1.1%,-7.9%,i,1.1,0.8,69,10.5%,8.6%
CC1=C(C(=O)OC2CCCCCCC2)C(c2cc3c(cc2Br)OCO3)CC(=O)N1 (centres undefined),10.4%,1.8%,13.3%,-0.5%,2.5%,i,0.4,44.4*,92*,7.4%,8.4%
CCOC(=O)C1C(=O)CC(C)(O)C(C(=O)OCC)C1c1ccc(SC)cc1 (centres undefined),-6.1%,-2.8%,7.5%,-0.2%,0.6%,i,0.3,-1.1,89,0.0%,10.3%
COc1cc(C2C(C#N)=C(N)OC3=C2C(=O)CCC3)cc2c1OCO2 (centres undefined),-6.8%,1.9%,11.5%,-2.4%,11.5%,i,1.3,-1.7,80,9.9%,1.9%
O=C(Cc1cccc(C(F)(F)F)c1)Nc1ccc(S(=O)(=O)N2CCCC2)cc1,x,x,x,x,8.0%,i,0.4,2.0,64,0.7%,x
COc1ccc(-n2nc(C(=O)NCC(=O)NCCCN3CC(C)CC(C)C3)c3ccccc3c2=O)cc1 (centres undefined),-12.2%,5.6%,0.7%,1.5%,0.2%,i,0.9,-0.7,51,7.0%,-2.5%
O=C1c2ccccc2C(Nc2cccnc2)N1Cc1ccccc1Cl (centres undefined),0.6%,-2.6%,-12.0%,-1.8%,2.2%,i,3.9,-1.0,101,-6.2%,-1.6%
O=C(Cn1nnc2ccccc21)N/N=C\c1cccs1,-3.6%,4.5%,16.0%,-0.4%,-4.6%,i,0.8,-1.2,73,3.9%,-0.2%
